Rtt109 HAT inh: blocks Candida albicans Rtt109/Vps75 acetyltransferase activity; Q5AAJ8; purified Rtt109/Vps75, ThioGlo CoA-SH fluorescence, 4 h; inhibition, % at 34.9 µM; actives 0.16% (n = 330,000); AID 540336;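 active means inhibition of at least 50% in every replicate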
Target sequence (Q5AAJ8 whole entry, looked up): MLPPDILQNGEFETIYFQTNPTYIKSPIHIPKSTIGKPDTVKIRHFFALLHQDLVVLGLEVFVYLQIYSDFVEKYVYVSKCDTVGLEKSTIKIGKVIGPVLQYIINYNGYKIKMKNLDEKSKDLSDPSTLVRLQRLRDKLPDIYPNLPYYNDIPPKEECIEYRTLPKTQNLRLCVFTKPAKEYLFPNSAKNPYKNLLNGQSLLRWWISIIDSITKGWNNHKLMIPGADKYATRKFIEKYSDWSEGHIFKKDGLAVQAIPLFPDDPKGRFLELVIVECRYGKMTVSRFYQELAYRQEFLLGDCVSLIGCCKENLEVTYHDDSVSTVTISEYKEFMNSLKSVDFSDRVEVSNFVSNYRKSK
dFosB act: activators of mouse delta FosB homodimer; activation, % at 25 µM; purified delta FosB, TAMRA-CDK5 oligo fluorescence polarization; percent of positive-control signal above neutral wells; AID 493131; actives 0.99% (n = 340,000); P13346;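 active means mean activation above about 17%, with every replicate also reaching it, limit read from the data, passing the limit was not always enough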;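 further: fluorescence polarization rise as delta FosB binds a TAMRA Cdk5 AP-1 oligo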
Target sequence (P13346 whole entry, looked up): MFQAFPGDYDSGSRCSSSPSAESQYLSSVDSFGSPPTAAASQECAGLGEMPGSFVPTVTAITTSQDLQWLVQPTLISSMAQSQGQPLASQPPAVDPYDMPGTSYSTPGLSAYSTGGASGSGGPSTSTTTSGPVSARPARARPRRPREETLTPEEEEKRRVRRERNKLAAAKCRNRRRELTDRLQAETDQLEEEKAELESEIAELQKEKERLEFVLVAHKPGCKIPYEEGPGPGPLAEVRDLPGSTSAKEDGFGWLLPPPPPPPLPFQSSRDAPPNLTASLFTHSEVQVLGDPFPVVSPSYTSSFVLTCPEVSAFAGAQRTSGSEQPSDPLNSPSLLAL
SR-BI uptake up: activators of SR-BI mediated HDL lipid uptake | CHO ldlA[mSR-BI] cells, DiI-HDL uptake fluorescence, 3 h; 100 = double the neutral-control signal | activation, % at 12.5 µM | actives 0.096% (n = 320,000) | AID 504775;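 active means mean replicate activation of at least 60% and every replicate at or above 60%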;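 further: 0% = median plate neutral-control signal and 100% = twice that signal; values of inactives mirror those of a sister screen read the other way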
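system = CHO ldlA[mSR-BI] cells, LDL receptor-null, SR-BI overexpressing | medium = Ham's F12 with 0.5% BSA, HEPES 25 mM, pH 7.4 | probe or stimulus = DiI-HDL 10 µg/mL | compound dosing = single-point compound dose | incubation = compound exposure 3 h, 37 °C | technique = DiI fluorescence, bottom read | read-out = cell-associated DiI fluorescence as measure of HDL uptake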
HTR5A ag ctr: activates human HTR5A in OPRM1-OPRD1 agonist counter-screen | actives 0.61% (n = 340,000) | activation, % at 9.3 µM | P47898 | HTR5A agonist assay, luminescence, cell-based; in the data active means activation mostly above about 9.5%, no sharp cut-off; inactive means mostly below about 7.6%;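 further: 0% = cells with vehicle only and 100% = reference agonist; strong numbers were not always called active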
Target sequence (P47898 whole entry, looked up): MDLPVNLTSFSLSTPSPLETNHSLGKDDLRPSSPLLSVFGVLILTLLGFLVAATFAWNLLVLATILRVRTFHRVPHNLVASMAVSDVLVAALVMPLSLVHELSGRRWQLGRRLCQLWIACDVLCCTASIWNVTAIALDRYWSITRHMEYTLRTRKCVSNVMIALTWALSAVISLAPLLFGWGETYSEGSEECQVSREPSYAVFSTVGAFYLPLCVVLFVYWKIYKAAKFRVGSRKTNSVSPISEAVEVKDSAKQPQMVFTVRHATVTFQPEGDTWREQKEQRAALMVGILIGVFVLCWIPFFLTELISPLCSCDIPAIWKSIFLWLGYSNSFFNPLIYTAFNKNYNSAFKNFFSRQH
CDK5 inh: CDK5/p35 (human) kinase inhibition. Q00535+Q15078. Recombinant CDK5/p35, ADP-Glo luminescence, 60 min. inhibition, % at 10 µM. actives 0.01% (n = 330,000);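 active means highest replicate inhibition of at least 50% and at least 75% of replicates reaching 50%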;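 further: plate controls were DMSO neutral control for no effect and GW8510 at 10 µM for full effect; many of its hits are not listed in these tables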
Wnt bcat act: Wnt/beta-catenin pathway activation; activation, % at 9.35 µM; actives 1.2% (n = 300,000); Wnt/beta-catenin reporter cell assay, activator, plate reader; in the data active means activation above about 30%, passing the limit was not always enough;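 further: 0% = neutral control wells and 100% = positive control wells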
MITF TRPM1 HTS: MITF TRPM1 promoter activation in melanoma cells; SK-MEL-5 TRPM1-promoter luciferase, 24 h; % of positive control, neutral wells = 0; activation, % at 12.5 µM; actives 0.75% (n = 300,000);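 active means mean activation of at least 80% with every replicate also reaching 80%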;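 further: 0% = neutral control wells and 100% = parthenolide positive control wells; values of inactives mirror those of a sister screen read the other way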
cardiac RTF act: increases calcium sensitivity of human cardiac regulated thin filaments; IANBD-labeled TnC RTF fluorescence at EC20 calcium; 0% EC20 calcium, 100% full calcium; activation, % at 7.2 µM; actives 0.24% (n = 340,000); AID 493008;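 active means activation above the mean over all tested compounds plus 3 SD, cut at about 30% in these data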;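 further: rise in fluorescence read as greater calcium sensitivity of cardiac thin filaments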
PvdQ inh: P. aeruginosa PvdQ acylase inhibition | purified PvdQ acylase, fluorescence plate reader | inhibition, % at 10 µM | actives 0.063% (n = 340,000) | AID 488965; in the data active means inhibition above about 30%, passing the limit was not always enough;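 further: 0% = vehicle neutral wells and 100% = reference inhibitor wells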
SR-BI HDL uptake: blocks mouse SR-BI lipid uptake from DiI-HDL | ldlA[mSR-BI] CHO cells, DiI-HDL uptake fluorescence, 3 h | inhibition, % at 12.5 µM | actives 0.96% (n = 320,000);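 active means mean replicate inhibition of at least 70% and a set share of replicates each scoring 70 or more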;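 further: 0% = median of neutral control wells and 100% = median of positive control wells; values of inactives mirror those of a sister screen read the other way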
The depositor's hits bear a star; nt = not tested or not shown. Not a hit list; any-hit rate near 4.4%.

SMILES	Rtt109 HAT inh	dFosB act	SR-BI uptake up	HTR5A ag ctr	CDK5 inh	Wnt bcat act	MITF TRPM1 HTS	cardiac RTF act	PvdQ inh	SR-BI HDL uptake
O=C(C[C@@H]1C/C=C\C[C@@H](Cc2ccc(F)cc2)C(=O)OC[C@@H](Cc2c[nH]c3ccccc23)NC1=O)NCCO	-2	-3	14	1	-1.1	-11	-7	-5	1	-14
O=C(Nc1cc(-c2nc3ncccc3o2)ccc1Cl)c1cccs1	5	-37	-22	-1	2.2	11	0	2	-4	22
CC1CC2=C(NC(=S)NC2c2cccc(F)c2)/C(=C/c2cccc(F)c2)C1 (stereo not drawn)	0	-7	-65	1	0.9	-1	-16	7	2	65
O=C1C=C(c2cc3ccccc3s2)C[C@@H](c2ccc(F)cc2)C1	-1	-4	-21	4	0.9	1	8	5	-14	21
CCOc1cc(/C=N/NC(=O)CCn2nnc3ccccc32)ccc1O	1	-8	nt	-2	-0.2	9	7	0	-9	nt
OCCC1CN(Cc2cccn2-c2ccccn2)CCN1C1CCCCC1 (stereo not drawn)	-4	-3	29	0	-5.6	-2	-3	5	-11	-29
COc1ccc(NC(=O)C2CCCN(C(=O)Nc3ccc(OC)cc3)C2)cc1 (stereo not drawn)	13	1	nt	3	-2.8	0	6	-5	2	nt
O=C(CSc1nnc(NC(=O)c2ccco2)s1)NCc1ccc2c(c1)OCO2	2	-1	6	2	1.5	0	-6	-3	5	-6
O=C(Cn1cc(C(=O)C2CC2)c2ccccc21)NC1CCCC1	3	7	11	0	0.5	4	7	-1	-11	-11
S=c1[nH]nc(-c2ccco2)n1/N=C/c1cccc(Cl)c1Cl	0	6	-2	-7	2.9	-1	10	-5	4	2
O=C1Nc2ccccc2SC1c1ccccc1Cl (stereo not drawn)	-3	-7	11	-2	0.4	-1	8	-1	-5	-11
COc1ccc(-c2ccc(SCC(=O)c3cccs3)nn2)cc1OC	6	-15	-5	-1	0.0	-1	9	1	8	5
NNC(=O)/C(=C/c1cccs1)NC(=O)c1ccccc1Cl	-7	1	-3	4	-0.1	0	-1	-4	-6	3
O=C(CCN1CCCCC1=O)NC1CCCc2c1cnn2-c1ccccc1F (stereo not drawn)	3	-7	22	4	1.0	1	-10	-3	-12	-22
c1ccc(CNc2nc(NCc3ccco3)nc(N3CCOCC3)n2)cc1	8	-2	-21	-2	0.8	-5	-16	1	-11	21
Cc1ccccc1NC(=O)n1ncc2cc(Cl)ccc21	2	5	0	1	-0.7	0	24	-3	8	0
Cc1nnc(N/N=C/c2ccccn2)[nH]c1=O	36	4	16	-3	-0.7	2	-80	6	3	-16
CCn1cc(C(=O)OCC(=O)Nc2ccc(C(C)C)cc2)c(=O)c2ccc(C)nc21	11	-13	10	-2	0.6	1	-1	-1	2	-10
CC(C)NC(=O)c1sc(=S)n2c1[nH]c(=O)c1ccc(C(=O)NCCc3ccc(Cl)cc3)cc12	11	1	9	0	0.7	-1	5	1	11	-9
O=C(NS(=O)(=O)c1ccc(NC(=O)C2CCCO2)cc1)c1ccccc1 (stereo not drawn)	10	5	4	1	0.1	-1	5	6	-14	-4

Among those listed so far, these contain four or more nitrogen atoms.
SMILES	Rtt109 HAT inh	dFosB act	SR-BI uptake up	HTR5A ag ctr	CDK5 inh	Wnt bcat act	MITF TRPM1 HTS	cardiac RTF act	PvdQ inh	SR-BI HDL uptake
CCOc1cc(/C=N/NC(=O)CCn2nnc3ccccc32)ccc1O	1	-8	nt	-2	-0.2	9	7	0	-9	nt
OCCC1CN(Cc2cccn2-c2ccccn2)CCN1C1CCCCC1 (stereo not drawn)	-4	-3	29	0	-5.6	-2	-3	5	-11	-29
O=C(CSc1nnc(NC(=O)c2ccco2)s1)NCc1ccc2c(c1)OCO2	2	-1	6	2	1.5	0	-6	-3	5	-6
S=c1[nH]nc(-c2ccco2)n1/N=C/c1cccc(Cl)c1Cl	0	6	-2	-7	2.9	-1	10	-5	4	2
O=C(CCN1CCCCC1=O)NC1CCCc2c1cnn2-c1ccccc1F (stereo not drawn)	3	-7	22	4	1.0	1	-10	-3	-12	-22
c1ccc(CNc2nc(NCc3ccco3)nc(N3CCOCC3)n2)cc1	8	-2	-21	-2	0.8	-5	-16	1	-11	21
Cc1nnc(N/N=C/c2ccccn2)[nH]c1=O	36	4	16	-3	-0.7	2	-80	6	3	-16
CC(C)NC(=O)c1sc(=S)n2c1[nH]c(=O)c1ccc(C(=O)NCCc3ccc(Cl)cc3)cc12	11	1	9	0	0.7	-1	5	1	11	-9

More records follow.
SMILES	Rtt109 HAT inh	dFosB act	SR-BI uptake up	HTR5A ag ctr	CDK5 inh	Wnt bcat act	MITF TRPM1 HTS	cardiac RTF act	PvdQ inh	SR-BI HDL uptake
COc1ccc(-n2nc([N+](=O)[O-])c(=NCCc3cccc(C)c3)n2O)cc1	0	-4	5	3	1.6	-5	1	-2	-6	-5
CC1/C(=N/O)CC(c2ccccc2)NC1c1ccccc1 (stereo not drawn)	13	0	nt	1	3.0	nt	20	1	-5	nt
O=C(NCCC1CCCCN1S(=O)(=O)c1ccc(F)cc1)C(=O)NC1CCCC1 (stereo not drawn)	10	-8	20	0	-2.6	5	2	2	-15	-20
O=C(O)c1cc(-c2cccnc2)nc2ccccc12	3	2	12	5	2.0	-2	-7	1	7	-12
O=C1c2ccccc2C(=O)N1CCc1nc(-c2cccnc2)no1	1	-1	-7	-4	-0.1	nt	-2	1	-5	7
COc1ccccc1NS(=O)(=O)c1cccc(NC(=O)C(C)NC(=O)c2ccco2)c1 (stereo not drawn)	9	-1	7	0	-0.8	2	2	1	1	-7
Cc1ccc(C)c(C(=O)COC(=O)C(C)N2C(=O)C3C4CCC(C4)C3C2=O)c1 (stereo not drawn)	0	-9	23	1	-0.3	2	-3	0	-7	-23
O=Cc1ccc(C(=O)OCC(=O)NCc2ccco2)cc1	-8	-6	2	0	1.9	-1	9	2	-13	-2
COc1ccccc1NC(=O)Nc1ccccc1N1CCOCC1	4	2	-30	4	0.8	1	4	15	-13	30
O=C(Nc1nccs1)C1CC(=O)N(c2ccc(Cl)cc2)C1 (stereo not drawn)	1	-13	9	4	0.6	-2	21	6	-10	-9
Cc1ccsc1C(=O)OCC(=O)NCCNC(=O)COC(=O)c1sccc1C	-7	6	17	-6	-3.1	-7	5	4	-7	-17
CCOC(=O)C1=C(COC(=O)[C@H](C)NS(=O)(=O)c2ccc(NC(C)=O)cc2)NC(=O)NC1C (stereo partly drawn)	6	-1	31	2	-1.4	0	4	3	-11	-31
COC(=O)C(NC(C)=O)(Nc1nc2c(C)cc(C)cc2s1)C(F)(F)F (stereo not drawn)	1	-6	-36	1	0.7	-4	-15	-5	-1	36
O=C1CCCCN1CC(=O)N1CCCC(Nc2ccc(F)c(F)c2)C1 (stereo not drawn)	-1	0	6	3	nt	-1	1	-1	-15	-6
O=C1OCCC1N1C(=O)c2ccccc2S1(=O)=O (stereo not drawn)	-2	7	2	1	0.0	nt	9	3	-10	-2
CCn1c(SCC(=O)N2CCCC2)nnc1-c1ccco1	2	-2	8	-1	-1.0	4	5	2	-9	-8
COc1cccc(CNC(=O)c2ccc(N3CCOCC3)c([N+](=O)[O-])c2)c1	7	-2	nt	-1	-0.5	0	7	-2	-8	nt
COc1ccc2[nH]c(O)c(NC(C)=O)c2c1	nt	-8	28	-2	-0.7	nt	-20	-1	-4	-28
[N-]=[N+]=N[C@@H](CCN1CC[C@H](NC(=O)OCc2ccccc2)CCC1=O)c1ccccc1	18	0	-19	0	2.2	-5	-3	-4	11	19
Cc1ccc(S(=O)(=O)NCC(=O)OCC(=O)c2ccc(Br)s2)cc1	-9	-5	16	6	0.7	nt	-8	-1	6	-16
CC(=O)N1CCN(c2ccccc2NC(=O)c2cccs2)CC1	-6	-2	nt	-1	-1.6	1	-7	2	3	4
CCOc1cc(C(=O)OCC(=O)Nc2cc(C)on2)cc(OCC)c1OCC	6	2	0	-2	-1.0	nt	-5	-4	-11	0
CNC(=S)NNC(=O)CCn1nc(C)c(Br)c1C	-3	-1	9	0	0.1	1	-1	-3	6	-9
COc1cccc(CNc2ccc(C(=O)O)cc2)c1OCc1ccccc1	4	5	-4	-1	0.5	0	-4	-7	-6	4
Cc1cc(C)n2c(SCC#N)nnc2n1	1	2	10	3	-3.8	17	6	11	-9	-10
CCN(CC)CCN1C(=O)C2C(C(=O)Nc3ccc(C(C)C)cc3)C3C=CC2(O3)C1C(=O)NC1CCCCC1 (stereo not drawn)	13	-6	nt	4	0.4	-1	-2	-3	-14	nt
COc1c(Br)cc([N+](=O)[O-])c(OC)c1C(=O)NC(=O)Nc1cc(Cl)cc(Cl)c1	-8	-6	-49	0	-3.7	-9	nt	4	3	49
COc1ccc(C)cc1S(=O)(=O)N1CCC(C(=O)N2CCN(C)CC2)CC1	-5	-1	7	2	-1.3	nt	-9	3	-14	-7
Cc1ccc(CCNC(=O)c2coc3nc4ccccc4nc23)cc1	0	1	1	-1	-1.8	nt	-15	4	17	-1
O=c1cc(CSc2nnc(COc3ccc(Cl)cc3)o2)c2ccccc2[nH]1	-8	-7	-7	0	-0.2	-6	0	-2	-10	7
O=C(O)CSc1nnc(COc2ccc([N+](=O)[O-])cc2)n1-c1ccccc1	0	-1	-6	-2	0.9	-2	-8	-3	4	6
CC(C)(C)[C@H]1C=C(C(=O)O)O[C@@H](OCc2ccc(CO)cc2)C1	3	-6	35	-2	-0.2	-2	-3	-2	-14	-35
CCOC(=O)C1=C(C)Nc2ccccc2S1	51*	-7	8	-4	-0.1	22	11	9	-3	-8
O=C1Nc2ccccc2N=C(c2ccccc2)C1Br (stereo not drawn)	2	-1	-9	3	1.4	2	-4	-2	-1	9
CC(C)CCC1(C)NC(=O)N(CC(=O)NCC(=O)Nc2ccc(F)c(F)c2F)C1=O (stereo not drawn)	-6	-3	-2	1	0.9	0	0	1	-19	2
CC(Sc1ccc(S(=O)(=O)N2CCN(C)CC2)cn1)C(=O)NC1CCCCC1 (stereo not drawn)	-1	-3	35	2	-0.5	-3	-4	-2	-11	-35
COc1ccc(S(=O)(=O)Nc2ccc3c(c2)C(=O)N([C@H](C)CO)C[C@H](C)[C@@H](CN(C)S(=O)(=O)c2ccc(OC)cc2)O3)cc1	12	7	-18	4	-2.2	-2	6	-9	2	18
COc1cccc(CNC(=O)CCC(=O)N2CC(C)Oc3ccccc32)c1OC (stereo not drawn)	-3	2	17	8	0.1	-5	nt	16	-8	-17
Fc1cccc(Nc2nc(N3CCOCC3)nc(N3CCOCC3)n2)c1	-2	-8	-64	-1	-0.2	1	1	-9	-4	64
COC(=O)c1ccc(C(C2C(=O)CC(C)(C)CC2=O)C2C(=O)CC(C)(C)CC2=O)cc1	4	-7	-6	2	4.4	0	nt	7	23	6
CCn1c(SCC(=O)Nc2cccc(C)c2)nc2c(c1=O)SC(C)C2 (stereo not drawn)	0	-3	nt	7	-1.9	-4	-2	5	-16	nt
C=CCc1ccccc1OCC(O)CN(CC)CC (stereo not drawn)	2	7	17	2	0.0	nt	1	5	-4	-17

High-throughput results: PubChem, several laboratories
